IEC-6 tox = cytotoxicity in IEC-6 intestinal epithelial cells, primary screen, cytotoxicity control for KLF5 inhibitor project, cell-based, luminescence; 290,000 tested, 0.78% active; IEC-6 cytotoxicity, luminescence viability; inhibition, % at 5 µM; AID 1825, 2009; in the data active means inhibition above about 22%;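 further: 0% = plate median of test compound wells and 100% = cytotoxic reference compound wells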
HIF act = HIF pathway transcriptional activators, primary screen, cell-based, U2OS HRE-luciferase, luminescence; AID 1910, 2009; activation, % at 7.5 µM (by protocol); U2OS HRE-luciferase reporter; normalized: DMSO 0%, desferrioxamine 100%; 300,000 tested, 0.32% active;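 active means mean activation of at least 10% of the iron chelator positive control signal, with at least half of replicates also reaching 10%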
Platelet DG rel = inhibitors of platelet dense granule secretion, primary screen, cell-based, MLPCN, human platelets | human platelet-rich plasma, SFLLRN dense granule ATP release, luminescence | inhibition, %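 (compounds screened at 7.5 µM in platelet-rich plasma)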 | 300,000 tested, 0.22% active;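 active means mean replicate score, as percent of positive control, at or above 50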
aSyn 5UTR inh = MLPCN primary screen, SNCA 5' untranslated region | alpha-synuclein 5'UTR reporter, inhibitor activity | inhibition, % (tested at 7.5 µM) | 300,000 tested, 0.82% active; in the data active means inhibition above about 60%;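 further: H4 neuroglioblastoma cells stably carrying SNCA 5'UTR luciferase fusion; 0% = DMSO wells and 100% = positive control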
AI-2 QS mod = Vibrio harveyi AI-2 quorum sensing modulators, primary screen, JMH597 strain, luminescence/OD600 ratio | Vibrio harveyi JMH597 AI-2 luminescence/OD600 ratio, 9 h; stronger effect = lower value; strain lacks LuxN and CqsS sensors; 0 = neutral-control median | activity change, % at 7.5 µM | 300,000 tested, 0.4% active; in the data active means activity change below about -75%, passing the limit was not always enough;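 further: luminescence divided by OD600 gain over 9 h not by final OD600 alone; inactives centre near 13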
HSF1 inhib = HSF1 inhibitors in luciferase reporter cells, primary screen, cell-based, NIH3T3, luminescence. NIH3T3-HGL HSE-luciferase, MG132-induced, luminescence 8 h; stronger effect = lower value. activity change, negative = inhibition, % at 7.5 µM (by protocol). 300,000 tested, 0.77% active;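 active means more than half of replicate wells show activity change below -50%, luminescence cut by over half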;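 further: luciferase reports HSF-1 transcriptional activity via heat shock element; 0% = median of DMSO wells and -100% = zero luminescence signal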
HSF-1 act = HSF-1 activators, primary screen, NIH3T3-HGL cells, MG132 stress, luminescence, single point | NIH3T3-HGL HSF-1 luciferase reporter, 8 h; 100% = twice DMSO control signal | activation, % at 9 µM | 300,000 tested, 1.7% active;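 active means mean replicate activation of at least 50% with a set share of replicates each reaching 50%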;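 further: 0% = median of the neutral control wells and 100% = twice that signal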
HSP90 inh = HSP90 inhibitors, primary screen, cell lysate, luminescence. Heat shock protein HSP 90 (rabbit reticulocyte lysate; luciferase refolding). Rabbit reticulocyte lysate, luciferase refolding luminescence, 3 h. inhibition, % at 5.6 µM. 290,000 tested, 0.91% active. AID 1789, 2009;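 active means inhibition above the screen-wide mean plus 3 SD, computed separately per campaign, cut at about 16% in these data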;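 further: 0% = DMSO wells and 100% = 60 µM geldanamycin wells; inhibitors lower the luminescence because luciferase stays unfolded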
KLF5 inh = KLF5 expression inhibitors, primary screen, DLD-1 cells, luminescence. DLD-1 KLF5 promoter-luciferase reporter. inhibition, % at 5 µM. 290,000 tested, 0.23% active. AID 1700, 2009;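 active means inhibition above a per-plate limit of that plate's mean compound inhibition plus 3 SD, cut at about 60% in these data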;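 further: 0% = DMSO wells and 100% = LY294002 at 200 µM; higher means less KLF5 promoter-driven luciferase light; inactives centre near -14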
SKKanGAS inh = S. pyogenes SKKanGAS growth inhibitors in kanamycin, primary screen, streptokinase expression inhibitor project, SKKanGAS strain, BacTiter-Glo luminescence; 300,000 tested, 1.3% active; inhibition, % at 7.5 µM; AID 1662, 2009; 6 h;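 active means mean replicate score, as percent of positive control median, at least 50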;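 further: strain carries kanamycin resistance gene driven by streptokinase promoter and grows in 40 µg/ml kanamycin; loss of luminescence reflects streptokinase promoter inhibition or plain growth inhibition; 0% = median of DMSO wells and 100% = positive control at its reference dose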
An asterisk follows results filed as active; . = not tested or not shown.

SMILES | IEC-6 tox | HIF act | Platelet DG rel | aSyn 5UTR inh | AI-2 QS mod | HSF1 inhib | HSF-1 act | HSP90 inh | KLF5 inh | SKKanGAS inh
CCc1cccc(NC(=O)CCS(=O)(=O)c2ccc(Br)cc2)c1 | 1 | -12 | -2 | 9 | 0 | -8 | 13 | -3 | -46 | -2
CCc1nnc(NS(=O)(=O)c2ccc(NC(=O)c3cc(Cl)ccc3Cl)cc2)s1 | -4 | -0.3 | 3 | -5 | 17 | -1 | 9 | -4 | 6 | 4
CCOC(=O)N1CCN(S(=O)(=O)c2cc(Br)cc3c2N(C(C)=O)C(C)C3)CC1 (configuration not stated) | -2 | -0.5 | -3 | -10 | 39 | 1 | 0 | -1 | -11 | 2
CCc1ccccc1NC(=O)C1CCCN1C(=O)NCc1ccccc1 (configuration not stated) | 0 | -2.2 | -2 | 6 | 23 | -4 | 3 | -4 | -14 | -1
Cc1ccccc1C(=O)N1CCN(c2ccc(NC(=O)c3ccco3)cc2)CC1 | 9 | 0.6 | 2 | 31 | 9 | -14 | -10 | 3 | -1 | 1
O=C(O)c1ccc(NS(=O)(=O)c2cccc3cccnc23)cc1 | 2 | . | 12 | -3 | 24 | -3 | 6 | 2 | -18 | -4
O=c1ccc(-c2ccc(S(=O)(=O)Nc3ccccc3)o2)n[nH]1 | -5 | 0.2 | 16 | -22 | 7 | -10 | -2 | -7 | -10 | -1
COc1ccc([N+](=O)[O-])cc1NC1CCN(C(=O)c2cccs2)CC1 | 1 | -0.1 | -6 | 15 | 18 | 1 | -11 | -6 | -13 | -9
Cc1cc(SCC(=O)NC(=O)NCc2ccco2)nc2ccccc12 | 1 | -1.1 | 1 | 0 | 8 | 15 | 26 | 4 | -21 | 8
COc1cc(OC)cc(-c2n[nH]c(=S)n2-c2ccc3c(c2)OCO3)c1 | 6 | -0.8 | 0 | -17 | 7 | 2 | 10 | 4 | 3 | 4
COc1cccc2cc(CC(=O)c3ccccc3)c(=O)oc12 | -1 | 2.9 | -2 | -147 | 18 | 8 | 14 | -5 | -99 | -2
Cc1nc([N+](=O)[O-])cn1CC(=O)c1ccc(Cl)cc1 | -4 | 0.0 | 4 | -1 | 16 | -9 | 1 | 0 | -29 | -10
O=C(NC1CCCCC1)N1CCC(n2c(=O)[nH]c3ccccc32)CC1 | . | -0.3 | -1 | 18 | 6 | -5 | -7 | . | . | -2
CC(C)NC(=O)NC(=O)CSc1nnc(COc2ccccc2F)n1C(C)C1CC2CCC1C2 (configuration not stated) | 2 | -0.6 | -2 | -9 | 4 | 9 | -16 | 7 | -1 | 51*
Cn1nc(-c2ccc(Cl)cc2)cc1NC(=O)CC(C)(C)CC(=O)O | -2 | 0.3 | -22 | 6 | 20 | -1 | 36 | 2 | -22 | 0
CC(C)(C)c1cc(NC(=O)COc2ccc(Br)cc2)n(-c2ccccc2)n1 | 4 | -1.0 | 2 | 27 | 21 | 20 | 20 | 4 | 15 | -12
O=C(NC(=S)Nc1ccc2[nH]ncc2c1)c1ccccc1 | -7 | 2.9 | 4 | -115 | -7 | 19 | 37 | 0 | -96 | 1
CCOC(=O)CSc1ncnc2c1cnn2-c1ccc(C)cc1 | 2 | -0.2 | 2 | -7 | 8 | -7 | -13 | -2 | -23 | -2
O=c1cc(CSc2nc3ccccc3[nH]2)c2ccccc2[nH]1 | -4 | 1.6 | -8 | -45 | -12 | 4 | 13 | -1 | -31 | -3
Cc1ccc(-n2ncc3c(=O)n(CC(=O)NC4CCCCC4)cnc32)cc1C | 4 | -0.4 | 2 | -12 | 12 | 8 | 3 | 0 | -3 | -9
Cc1ccc(Cn2cccc(NC(=O)NCc3ccccc3)c2=O)cc1 | -1 | -0.3 | -1 | 16 | 1 | 9 | 32 | -4 | -78 | -19
C=CCn1c(=O)c2ccc(C(=O)NCc3ccccc3)cc2n(Cc2ccccc2Cl)c1=O | -1 | 0.0 | 5 | 16 | 1 | -3 | 1 | 3 | -4 | 7
CN(C)c1ccc(NC(=S)c2ccccn2)cc1 | 2 | -2.5 | 33 | 97* | 15 | -41 | -36 | 66* | 58 | -12
O=C(Nc1ccccc1Cl)C1CC(=O)N(c2ccccc2)C1 (configuration not stated) | 0 | 0.4 | -3 | -2 | 7 | 1 | -9 | 5 | -33 | 12
CN(Cc1cnn(C)c1)C(=O)C1CCC(=O)N(Cc2ccc(Cl)cc2)C1 (configuration not stated) | -3 | -0.3 | -3 | 23 | 30 | 2 | 3 | -3 | -16 | -10
COCCC(=O)N1CCC(Oc2ccc(C(=O)NCCc3ccccn3)cc2)CC1 | 0 | -0.2 | 3 | -2 | 16 | -5 | -2 | 5 | 2 | -9
O=C(CSc1nnc(-c2ccccc2)o1)NC1CCS(=O)(=O)C1 (configuration not stated) | 2 | -0.2 | -11 | 18 | 19 | -15 | -37 | 3 | -31 | 1
O=C(CN1CCCCC1)N/N=C/c1ccc(Cl)cc1 | 0 | 1.2 | 2 | -13 | 5 | -5 | -2 | 1 | -11 | 0
O=C(CSc1nc2ncc(Br)cc2[nH]1)c1ccc([N+](=O)[O-])cc1 | 2 | -0.1 | 1 | -19 | 16 | 28 | 38 | -4 | -1 | 1
Cn1cnc([N+](=O)[O-])c1Oc1cccc(O)c1 | 1 | 0.2 | -22 | 4 | 16 | -3 | -3 | -3 | 6 | -8
O=C(NNC1=NCCCCC1)Nc1cccc(Cl)c1 | -2 | 2.4 | 7 | -136 | 8 | 5 | 9 | 3 | 2 | -1
CCC1=C(c2cc(OC)c(OC)c(OC)c2)C2(CCCC2)C(=O)O1 | 3 | 1.1 | 15 | 10 | 25 | 5 | 7 | -5 | -5 | 3
Cc1ccc2cc3cc(C(=O)NC4CCCCC4)oc3nc2c1 | 4 | 4.1 | -7 | -153 | 10 | 13 | 47 | -3 | -80 | 9
CC(C)CC(=O)Nc1cccc(-c2nc3ncccc3o2)c1 | 5 | 0.5 | -4 | -12 | 12 | -2 | 2 | 5 | -27 | -4
COc1cc(F)ccc1S(=O)(=O)N1CCN(C23CC4CC(CC(C4)C2)C3)CC1 | 6 | -0.4 | -6 | -26 | 25 | 8 | -9 | 3 | -29 | -6
COc1ccc(N(C(C)C(=O)N/N=C/c2cccnc2)S(C)(=O)=O)cc1 (configuration not stated) | 6 | -0.1 | -9 | -25 | 4 | 9 | 14 | -3 | 1 | -1
O=C(Cn1cc(C(F)(F)F)cc(Cl)c1=O)Nc1cc(S(=O)(=O)N2CCOCC2)ccc1Cl | 0 | -0.5 | 3 | -6 | 12 | -13 | 7 | 4 | -16 | -5
ONC(=Nc1ccccc1)c1ccccc1Cl | 6 | 0.5 | 0 | -12 | -41 | 1 | 3 | -3 | -25 | 6
COc1ccccc1C1SCCN1S(C)(=O)=O (configuration not stated) | 3 | 0.0 | 0 | 26 | 18 | -5 | 18 | 0 | 22 | 1
CCOC(=O)C1C(=O)CC(C)(O)C(C(=O)OCC)C1c1ccccc1 (configuration not stated) | -2 | -28 | 0 | -21 | 29 | -3 | 8 | -2 | 2 | 2

2 neighbouring records already listed:
SMILES | IEC-6 tox | HIF act | Platelet DG rel | aSyn 5UTR inh | AI-2 QS mod | HSF1 inhib | HSF-1 act | HSP90 inh | KLF5 inh | SKKanGAS inh
COc1ccccc1C1SCCN1S(C)(=O)=O (configuration not stated) | 3 | 0.0 | 0 | 26 | 18 | -5 | 18 | 0 | 22 | 1
CCOC(=O)C1C(=O)CC(C)(O)C(C(=O)OCC)C1c1ccccc1 (configuration not stated) | -2 | -28 | 0 | -21 | 29 | -3 | 8 | -2 | 2 | 2

Further structures.
SMILES | IEC-6 tox | HIF act | Platelet DG rel | aSyn 5UTR inh | AI-2 QS mod | HSF1 inhib | HSF-1 act | HSP90 inh | KLF5 inh | SKKanGAS inh
CN1CCN(c2ccc(S(=O)(=O)N3CCCCC3)cc2NC(=O)c2ccc(C#N)cc2)CC1 | 1 | -41 | -22 | -17 | 20 | 4 | 2 | -7 | -15 | -10
COc1ccc(/C(=N/O)C(C)(C)NO)cc1 | 4 | -0.1 | -2 | 7 | 29 | -5 | 2 | 4 | -37 | -3
Brc1ccc(CSc2ccc(-c3ccco3)nn2)cc1 | -2 | . | . | . | 0 | . | . | 2 | -30 | .
COc1cccc(N2CCN(c3nc(C)cc(C)c3C#N)CC2)c1 | 5 | -1.3 | -2 | -16 | 9 | 23 | 44 | -4 | -31 | 16
CCN(CC)C(=O)Oc1ccc2c(c1)O/C(=C\c1ccco1)C2=O | -8 | 0.7 | -4 | -116 | 5 | 13 | 20 | 0 | -64 | 6
COC(=O)c1sccc1NC(=O)c1cc2c(s1)CCCC2 | 3 | 0.9 | 2 | -133 | 13 | 14 | 28 | -2 | -28 | -2
CN(C)CC1CCCCC1OC(=O)/C=C/c1ccc(Cl)cc1Cl (configuration not stated) | -1 | -1.0 | -10 | -46 | 5 | 5 | 14 | -5 | -27 | 4
CC1CCCCC1NC(=O)Cn1c(CN2CCCCC2)nc2ccccc2c1=O (configuration not stated) | -5 | -0.7 | 23 | -11 | 41 | 1 | -2 | -4 | 8 | 5
CC(=O)N1CCN(Cc2nc3cc(NC(=O)NC4CCCCC4)ccc3n2C)CC1 | 1 | 1.0 | 4 | -29 | -14 | -6 | 11 | -4 | -29 | -3
COc1ccc(/C=C(\C#N)C(=O)Nc2cccc(C)n2)cc1 | -5 | -23 | -9 | -11 | -9 | 52 | 71* | 1 | -15 | 0
CC1(C)C(=O)Nc2ccccc2N1C(=O)Cn1ncc(Cl)c(Cl)c1=O | 4 | 0.1 | 3 | -167 | 3 | 29 | 54* | 4 | 1 | -5
Cc1cccc(C)c1NC(=O)/C(C#N)=C/c1ccsc1 | -1 | -1.9 | -1 | 24 | 32 | -7 | -8 | 4 | -6 | 4
O=C(C1CC(=O)N(c2ccc(F)cc2)C1)N1CCC(c2nc3ccccc3[nH]2)CC1 (configuration not stated) | . | -0.2 | -17 | 14 | 20 | -1 | -5 | . | . | 0
CCn1c(C(=O)NC(C)c2ccc3c(c2)OCCO3)cc2sccc21 (configuration not stated) | -2 | 0.0 | -3 | 44 | 10 | -2 | 10 | 1 | -9 | -1
CC(C)C(OC(=O)C1=Cc2ccccc2OC1)C(=O)NC1CCCC1 (configuration not stated) | -3 | -0.4 | -7 | 15 | 32 | -8 | 2 | 8 | 8 | 0
CCCCc1cc(=O)oc2cc(C)c(CN3CCCC3)c(O)c12 | -12 | 0.2 | -1 | 30 | 24 | 3 | 12 | -4 | -9 | 0
COc1cccc(C(=O)Nc2ccncc2)c1OC | 2 | 0.8 | 2 | 1 | 5 | 1 | 16 | -5 | -38 | 1
N=c1c2c(-c3ccccc3)c(-c3ccccc3)n(Cc3ccco3)c2ncn1CCCn1ccnc1 | -2 | -3.5 | -11 | -16 | 12 | 6 | 3 | 2 | 26 | 4
COc1ccc(-c2csc(Nc3ccccc3)[n+]2CC(O)c2ccc([N+](=O)[O-])cc2)cc1 (configuration not stated) | -4 | 2.1 | 3 | -10 | 25 | 11 | 41 | 1 | -5 | 10
NNc1ccc2nncn2n1 | -4 | 0.1 | 8 | 0 | -5 | -1 | -3 | 1 | -10 | 4

High-throughput results as filed in PubChem BioAssay.
